# Source: PubChem
# PAX8 inh HTS: inhibitors of PAX8-driven TPO luciferase reporter, primary screen, RMG-I cells, single concentration | SteadyGlo, 24 h | inhibition, % at 12.6 µM | 1.2% of 360,000 active | AID 652154, 2013;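 active means mean replicate inhibition at least 60% with every replicate also reaching 60%; inconclusive means only one of the two criteria is met; inactive means mean below 60% and not all replicates reaching 60%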;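 further: luciferase light reporting Pax8 driven TPO promoter activity; plate controls were median of neutral control wells for no effect and mitoxantrone controls for full effect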
# LGR2 inh: inhibitors of bursicon-induced LGR2 CRE-luciferase signal, primary screen, cell-based, HEK293, CRE-luciferase reporter, bursicon stimulation; Drosophila bursicon receptor LGR2 (rickets); bursicon-stimulated, 4 h; inhibition, % at 9.99 µM; 0.35% of 380,000 active;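 active means drop in luminescence signal, shown as inhibition above about 50% in the replicate tests, limit read from the data, passing the limit was not always enough; inconclusive means probably only some replicates passing the limit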;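 further: agonist challenge used bursicon conditioned medium at about half maximal strength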
# DENV2 CPE rescue: inhibitors of DENV2 cytopathic effect, primary screen, cell-based, plate reader, single concentration; DENV2-infected cells, cytopathic effect rescue; CPE inhibition, % at 9.99 µM; 1.7% of 350,000 active; in the data active means CPE inhibition above about 20%, passing the limit was not always enough; inconclusive means no clear call, values can overlap the other calls; tested in BHK-21 cells;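 further: 0% = median of neutral control wells and 100% = median of positive control wells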
# EWS-Fli block: EWS/Fli-driven NR0B1 reporter inhibitors, primary screen, A673 cells, NR0B1 luciferase, luminescence, MLPCN library. viability-normalised. inhibition, % at 12.6 µM. 0.67% of 350,000 active;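 active means mean inhibition of at least 50% after viability correction, with every replicate also passing that limit; inconclusive means mean reaches 50% but only one of two replicates passes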;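 further: firefly luciferase signal divided by Alamar Blue viability fluorescence both relative to DMSO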
# Casp6 inh: human caspase-6 inhibitors, primary screen, biochemical, VEID-R110 fluorescence, single point, set 2. purified caspase-6, Z-VEID-R110 cleavage fluorescence. inhibition, % at 12.5 µM. 0.53% of 350,000 active. AID 686996, 2013;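 active means mean inhibition across replicates at least about 35%, with every replicate also reaching that limit, limit read from the data; inconclusive means only one of the two criteria met; inactive means neither criterion met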;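 further: 0% = median of neutral control wells and 100% = no fluorescence left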
# Target sequence (P55212 24-179 limits assumed): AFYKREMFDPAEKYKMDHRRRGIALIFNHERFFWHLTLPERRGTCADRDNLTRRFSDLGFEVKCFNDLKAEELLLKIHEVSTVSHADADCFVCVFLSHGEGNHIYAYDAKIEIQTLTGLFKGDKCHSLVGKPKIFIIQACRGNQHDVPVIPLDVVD
# Target sequence (P55212 194-293 limits assumed): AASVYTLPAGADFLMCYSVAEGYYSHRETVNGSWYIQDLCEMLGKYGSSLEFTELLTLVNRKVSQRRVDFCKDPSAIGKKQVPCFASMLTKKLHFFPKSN
# SIRT5 inh: SIRT5 desuccinylase inhibitors, primary screen, biochemical, fluorescence imaging, single point, set 5; Purified SirT5, succinyl-peptide AMC, trypsin-coupled fluorescence; inhibition, % at 15 µM; 1.1% of 330,000 active; in the data active means inhibition above about 15%; inconclusive means no clear call, values can overlap the other calls
# Target sequence (Q9NXA8 whole entry, looked up): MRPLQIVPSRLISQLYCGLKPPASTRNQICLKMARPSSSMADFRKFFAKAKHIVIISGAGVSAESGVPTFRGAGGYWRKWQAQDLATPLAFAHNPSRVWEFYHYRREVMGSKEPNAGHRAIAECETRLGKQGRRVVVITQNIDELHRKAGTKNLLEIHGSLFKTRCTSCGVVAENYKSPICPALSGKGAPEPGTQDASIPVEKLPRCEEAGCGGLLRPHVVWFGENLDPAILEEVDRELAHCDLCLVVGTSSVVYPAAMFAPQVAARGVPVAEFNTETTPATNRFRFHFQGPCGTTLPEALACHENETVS
# ARNT-TACC3 inh: disruptors of ARNT/TACC3 protein interaction, primary screen, biochemical, AlphaScreen, single concentration; 0.66% of 390,000 active; Transforming acidic coiled-coil-containing protein 3 (Homo sapiens), Q9Y6A5; AlphaScreen His-ARNT PAS-B/GST-TACC3 binding, luminescence; TACC3 fragment carries E629A point mutation; inhibition, % at 9.99 µM;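 active means mean inhibition of replicates at least 50% and at least half of replicates each reaching 50%; inconclusive means half or more replicates reach 50% but mean below 50%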;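 further: 0% = complete ARNT plus TACC3 wells and 100% = ARNT alone without TACC3; many hits fall short of the cut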
# An asterisk follows results filed as active; ? = inconclusive; / = not tested or not shown.
# The line under a structure holds: PAX8 inh HTS	LGR2 inh	DENV2 CPE rescue	EWS-Fli block	Casp6 inh	SIRT5 inh	ARNT-TACC3 inh
O=C(O)c1cccc2c1C(=O)N(CC1CCCO1)C2 (configuration not stated)
→ -21	-2	10	-1	0	2	2
C[C@@H]1CN([C@H](C)CO)C(=O)c2cc(NC(=O)Nc3ccc4c(c3)OCO4)ccc2O[C@@H](C)CCCCO[C@H]1CN(C)C(=O)c1ccccc1
→ 1	-9	1	6	-1	2	3
CC(C)(C)c1ccc(C#C[C@@H]2C=C[C@H]3OC(=O)CC/C=C/CCC(=O)OC[C@H]3O2)cc1
→ 12	-15	-4	-2	1	/	/
CO[C@@H]1CN(C)C(=O)c2cc(NS(=O)(=O)c3cccc(C)c3)ccc2OC[C@@H](C)NC[C@H]1C
→ /	5	15	12	-4	4	13*
CCCN(C)C[C@H]1Oc2cc(-c3cccc(OC)c3)ccc2S(=O)(=O)N([C@H](C)CO)C[C@H]1C
→ /	9	6	10	1	-1	-4
CC[C@](C)(O)c1cc2ccccc2c(=O)o1
→ -9	12	-2	-2	-1	-2	/
CCNC(=O)Nc1ccc2c(c1)C(=O)N(C)[C@@H]1CC[C@H](CC(=O)Nc3ccccc3)O[C@@H]1CO2
→ -3	-4	-1	1	0	3	-5
CCN(CC(=O)Nc1ccc(NC(C)=O)cc1)C(=O)c1cc(-c2ccccc2)nn1-c1ccccc1
→ 7	-3	-14	4	3	-5	1
O=C(Nc1ccc(Cl)cc1)Nc1cccc(C(=O)O)c1
→ 86*	92*	1	82*	-2	7	0
Cc1cc(C(=O)COC(=O)C(C)NC(N)=O)c(C)n1Cc1ccco1 (configuration not stated)
→ -48	-14	2	-4	0	1	16
CCCNC(=O)[C@H]1[C@H](CO)[C@H]2Cn3c(ccc(-c4cncnc4)c3=O)[C@@H]1N2C(=O)Nc1ccccc1
→ /	0	-1	0	0	-37	29
COc1c(C)cc(Br)cc1C(=O)Nc1ccccc1C
→ 3	12	0	-8	-1	0	-2
C/C=C/c1ccc2c(c1)O[C@@H](CN(C)C(=O)Cc1ccccn1)[C@@H](C)CN([C@@H](C)CO)S2(=O)=O
→ /	-8	0	-3	0	3	-6
O=C(O)C1CCCCC1C(=O)Nc1ccc(S(=O)(=O)N2CCCC2)cc1 (configuration not stated)
→ -2	29	2	-8	5	17*	/
CCc1nc2ccc(C(=O)N(C)C(C)C)cn2c1N(CC)Cc1cccc(Br)c1
→ -15	-5	-6	8	-21	4	/
COc1ccccc1CN1CC[C@@H]2[C@@H](CO)Nc3ccc(-c4ccc(C(=O)N(C)C)cc4)cc3[C@@H]21
→ 0	31	2	16	0	3	4
COc1ccc(C#Cc2cnc3c(c2)C(=O)N([C@H](C)CO)C[C@H](C)[C@H](CN(C)S(=O)(=O)c2cccc(F)c2)O3)cc1OC
→ /	-2	-11	9	-5	-4	/
N#C/C(=C\c1cc2c(cc1Br)OCO2)C(=O)NCC1CCCO1 (configuration not stated)
→ -2	13	-1	22	1	-19	-10
CC(O)[C@H]1CC[C@H]2[C@@H]3CC[C@H]4C[C@@H](O)CC[C@]4(C)[C@H]3/C(=N/O)C[C@]12C (some centres not stated)
→ -1	9	17	-5	-2	4	-7
CN1C(=O)c2cc(NC(=O)Nc3ccccc3)ccc2OC[C@H]2O[C@@H](CC(=O)NC3CCC3)CC[C@H]21
→ 12	-7	-4	-4	-1	1	8
COc1ccccc1-c1nc2c(c(SCC(=O)N3CCCCC3)n1)Cc1c(CO)cnc(C)c1O2
→ 34	1	-3	-3	5	7	3
COc1ccc(C2=Nn3c(nnc3-c3ccccc3F)SC2)cc1OC1CCCC1
→ 32	-86	3	-66	1	20*	/
CN(Cc1ccccc1)C(=O)c1oc(=O)c2ccccc2c1-c1ccccc1
→ 4	-3	/	/	/	/	0
O=C(Cc1ccccc1)NNC1=NS(=O)(=O)c2ccccc21
→ -1	21	10	8	1	-2	-29
COc1ccc(C(=O)OCC(=O)N2CCCC2=O)c(OC)c1
→ -1	-34	1	-10	/	2	4
CCn1c(SCC(=O)NC2CC2)nnc1-c1ccccc1
→ -16	-1	-6	-8	1	-7	/
Cc1nc(N2CCOCC2)sc1C(=O)NN
→ -3	0	-5	3	3	7	8
CCCCNC(=O)C1CCCN(S(=O)(=O)CC)C1 (configuration not stated)
→ -12	-13	-3	1	0	-1	-8
C[C@H](NC(=O)C[C@H]1C=C[C@@H](NC(=O)C2CCC2)[C@H](CO)O1)c1ccccc1
→ 7	-1	13	-7	-3	3	5
Cc1cccc(C)c1-n1nnnc1C1c2ccccc2C(=O)N1CCc1ccc(O)cc1 (configuration not stated)
→ -7	-8	2	-8	-4	0	/

# The closing 2 entries of the section above lead into the next:
# The line under a structure holds: PAX8 inh HTS	LGR2 inh	DENV2 CPE rescue	EWS-Fli block	Casp6 inh	SIRT5 inh	ARNT-TACC3 inh
C[C@H](NC(=O)C[C@H]1C=C[C@@H](NC(=O)C2CCC2)[C@H](CO)O1)c1ccccc1
→ 7	-1	13	-7	-3	3	5
Cc1cccc(C)c1-n1nnnc1C1c2ccccc2C(=O)N1CCc1ccc(O)cc1 (configuration not stated)
→ -7	-8	2	-8	-4	0	/
CO[C@@H](CN(C)Cc1ccc(-c2ccccn2)cc1)[C@@H](C)CN(C(=O)Nc1ccc(F)cc1)[C@@H](C)CO
→ /	-2	8	-13	-3	1	8
COc1cc(/C=C2\SC(=O)NC2=O)ccc1Oc1ccc([N+](=O)[O-])cn1
→ -1	-6	1	7	3	1	/
CC(=O)C(Cc1ccccc1)(Cc1ccccc1)C(C)=O
→ 12	3	-3	1	0	-4	-2
CC(C)NC(=O)N(C)C[C@@H]1OCCCC[C@H](C)Oc2ccc(NC(=O)CCC(F)(F)F)cc2C(=O)N([C@@H](C)CO)C[C@H]1C
→ 6	8	1	/	-1	1	-1
COc1ccc(S(=O)(=O)N(C)C[C@@H]2Oc3ccc(NC(=O)Nc4ccc(C(F)(F)F)cc4)cc3CC(=O)N([C@H](C)CO)C[C@@H]2C)cc1
→ 78*	11	0	44	0	9	-4
CCOC(=O)c1ccc(Nc2cc(C)nc3nc(C)nn23)cc1
→ 6	32	0	-2	-1	/	17
C[C@H](CO)N1C[C@H](C)[C@H](CN(C)C)Oc2ccc(NC(=O)C3CC3)cc2CC1=O
→ -27	16	-3	/	-1	-5	-5
O=C(COc1ccc2oc(-c3ccccc3)cc(=O)c2c1)Nc1ccccc1
→ 25	24	/	/	/	/	-8
CCC(=O)N(C)C[C@H]1Oc2cc(C#CC(C)(C)O)ccc2S(=O)(=O)N([C@@H](C)CO)C[C@H]1C
→ /	-10	-2	-10	-1	0	-1
Cc1oc(-c2ccc(Cl)cc2)nc1CN1CCC(C(=O)N2CCN(Cc3ccccc3)CC2)CC1
→ 33	31	2	12	-7	/	/
Cc1ccc(-c2csc(/C(C#N)=C/Nc3ccccc3SC(F)(F)F)n2)c(C)c1
→ 2	0	7	3	1	-2	-2
COc1ccc(NC(=O)N2CC[C@@H]3[C@H]2c2cc(Br)ccc2N(C)[C@H]3CO)cc1
→ 9	-9	-2	-1	0	1	0
COc1ccccc1NS(=O)(=O)c1ccc2oc(=O)ccc2c1
→ 35	-1	-1	-16	2	-1	1
O=C(C[C@H]1CC[C@H]2[C@@H](COC[C@@H](O)CN2C(=O)Nc2ccc(Cl)cc2)O1)NCc1ccncn1
→ -10	-16	-7	-23	-1	-4	-8
O=C(O)CCc1ccc(S(=O)(=O)Nc2ccccc2N2CCCCC2)cc1
→ 6	-3	-4	0	3	4	-7
Cc1cc2nc(C3CCCCC3)c(Cc3ccccc3C(F)(F)F)n2c(C)c1Br
→ 16	-19	?	12	-2	0	/
C[C@H](CO)N1C[C@H](C)[C@H](CN(C)Cc2ccc(C(=O)O)cc2)OCCCC[C@H](C)Oc2ccc(NC(=O)c3ccccc3)cc2C1=O
→ -8	18	0	-7	0	-3	-8
COc1ccccc1N1CCN(CC(=O)Nc2sccc2C#N)CC1
→ 11	-8	12	-23	6	0	-1
CC(=O)Nc1cccc(-c2ccnc3c2CC(C(=O)NCC2CCOCC2)O3)c1 (configuration not stated)
→ 18	-14	3	7	3	/	/
CC(OC(=O)Nc1ccccc1)C(=O)OC1CCCCC1 (configuration not stated)
→ -21	/	-5	-32	0	/	6
O=C(Oc1ccc2c3c(c(=O)oc2c1)CCC3)c1ccco1
→ /	-10	-2	-9	-1	-50	2
COc1ccccc1/C=C/C(=O)NC(=S)N(C)C1CCCCC1
→ /	-1	-3	-1	0	-2	9
CS(=O)(=O)N(CC(=O)N1CCc2ccccc2C1)c1cccc(Br)c1
→ 5	/	-1	4	3	-4	1
CCCc1ccc(S(=O)(=O)NCc2nnc(SC)n2C)cc1
→ 6	-9	?	6	-2	-5	7
COc1ccc(CCNC(=O)CSc2ccsc2[N+](=O)[O-])c(OC)c1
→ 3	/	0	-6	5	-3	3
CCOC(=O)C1(Cc2cccc(F)c2)CCN(C(=O)c2ccoc2C)CC1
→ -17	8	4	-2	0	-11	-5
O=C(CCCn1c(SCC(=O)NCCc2ccccc2)nc2ccccc2c1=O)NCC1CCCO1 (configuration not stated)
→ 12	4	-5	4	1	-1	1
Cc1ccc(C(=O)NNC(=S)NC(=O)c2ccc(Cl)cc2Cl)cc1
→ /	-4	-3	11	0	2	5
O=C1NCCCN1C1OC(CO)C(O)C1O (configuration not stated)
→ -15	-1	7	7	-2	-5	/
C/C(=N\NC(=O)c1cc(C(C)(C)C)[nH]n1)C12CC3CC(CC(C3)C1)C2
→ -29	-1	-3	-34	0	0	0
CCC(Oc1ccccc1)C(=O)O/N=C(\N)c1ccc(OC)c(OC)c1 (configuration not stated)
→ -27	-8	13	-5	3	-2	-5
O=C(C[C@@H]1C[C@H]2c3cc(NC(=O)NC4CCCC4)ccc3O[C@H]2[C@@H](CO)O1)NC1CCCC1
→ -5	5	16	0	-2	-2	-2
COc1ccccc1OCCNC(=O)C(CCSC)NC(=O)COc1ccccc1 (configuration not stated)
→ 25	8	-2	3	0	-3	1

# Among those listed so far, eight contain fluorine:
# The line under a structure holds: PAX8 inh HTS	LGR2 inh	DENV2 CPE rescue	EWS-Fli block	Casp6 inh	SIRT5 inh	ARNT-TACC3 inh
COc1ccc(C#Cc2cnc3c(c2)C(=O)N([C@H](C)CO)C[C@H](C)[C@H](CN(C)S(=O)(=O)c2cccc(F)c2)O3)cc1OC
→ /	-2	-11	9	-5	-4	/
COc1ccc(C2=Nn3c(nnc3-c3ccccc3F)SC2)cc1OC1CCCC1
→ 32	-86	3	-66	1	20*	/
CO[C@@H](CN(C)Cc1ccc(-c2ccccn2)cc1)[C@@H](C)CN(C(=O)Nc1ccc(F)cc1)[C@@H](C)CO
→ /	-2	8	-13	-3	1	8
CC(C)NC(=O)N(C)C[C@@H]1OCCCC[C@H](C)Oc2ccc(NC(=O)CCC(F)(F)F)cc2C(=O)N([C@@H](C)CO)C[C@H]1C
→ 6	8	1	/	-1	1	-1
COc1ccc(S(=O)(=O)N(C)C[C@@H]2Oc3ccc(NC(=O)Nc4ccc(C(F)(F)F)cc4)cc3CC(=O)N([C@H](C)CO)C[C@@H]2C)cc1
→ 78*	11	0	44	0	9	-4
Cc1ccc(-c2csc(/C(C#N)=C/Nc3ccccc3SC(F)(F)F)n2)c(C)c1
→ 2	0	7	3	1	-2	-2
Cc1cc2nc(C3CCCCC3)c(Cc3ccccc3C(F)(F)F)n2c(C)c1Br
→ 16	-19	?	12	-2	0	/
CCOC(=O)C1(Cc2cccc(F)c2)CCN(C(=O)c2ccoc2C)CC1
→ -17	8	4	-2	0	-11	-5

# Rows were taken by chance; about 4.9% have a hit in one of these screens.
